Source: PubChem BioAssay
MPTP block = inhibitors of mitochondrial permeability transition pore; isolated mouse mitochondria, Ca2+ swelling absorbance, 30 min; inhibition, % at 10 µM; actives 1.4% (n = 360,000); AID 602449;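 active means inhibition of 50% or more, scaled per plate between neutral and stimulator controls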;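 further: 0% = DMSO wells given calcium and 100% = 1 mM EGTA wells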
mIAP block = mouse IAP inhibition; actives 0.2% (n = 330,000); purified mouse IAP, CDP-Star luminescence, 30 min; inhibition, % at 10 µM;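 active means inhibition of at least 40% at 10 µM in the primary screen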;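 further: plate controls were DMSO with enzyme for no effect and no enzyme wells for full effect; values of inactives mirror those of a sister screen read the other way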
hIAP block = blocks human intestinal alkaline phosphatase; actives 0.12% (n = 330,000); P09923; AID 2544; purified IAP, CDP-Star luminescence, 30 min; inhibition, % at 10 µM;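 active means inhibition reaching a set limit with compound at 10 µM in the primary screen, cut at about 35% in these data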;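 further: plate controls were DMSO wells with enzyme for no effect and no-enzyme buffer wells for full effect; values of inactives mirror those of a sister screen read the other way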
Target sequence (P09923 whole entry, looked up): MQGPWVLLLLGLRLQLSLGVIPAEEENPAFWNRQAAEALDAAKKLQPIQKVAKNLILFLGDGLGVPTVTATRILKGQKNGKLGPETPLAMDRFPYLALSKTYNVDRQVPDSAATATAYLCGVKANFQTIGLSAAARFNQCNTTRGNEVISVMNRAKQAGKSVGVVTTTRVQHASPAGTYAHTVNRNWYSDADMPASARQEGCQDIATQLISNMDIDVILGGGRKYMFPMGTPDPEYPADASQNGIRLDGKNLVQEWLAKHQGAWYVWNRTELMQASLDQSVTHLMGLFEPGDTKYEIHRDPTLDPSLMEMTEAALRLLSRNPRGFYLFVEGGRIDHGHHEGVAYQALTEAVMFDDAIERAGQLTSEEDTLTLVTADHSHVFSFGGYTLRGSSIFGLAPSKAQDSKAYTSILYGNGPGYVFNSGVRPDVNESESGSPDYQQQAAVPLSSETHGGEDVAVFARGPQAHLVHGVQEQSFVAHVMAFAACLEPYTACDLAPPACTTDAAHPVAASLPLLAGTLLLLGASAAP
A3A deaminase = human APOBEC3A DNA deaminase inhibition. actives 0.41% (n = 330,000). recombinant A3A, FAM/TAMRA ssDNA deamination fluorescence. P31941. inhibition, % at 20 µM. AID 493011;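 active means at least 40% inhibition at 20 µM here, with at most 30% in a related deaminase screen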;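 further: plate controls were A3A with DMSO for no effect and wells lacking A3A enzyme for full effect; some results filed as inactive read as strong as hits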
NR3A LBD binder = modulators (binders) of human NR3A ligand-binding domain; NR3A LBD differential scanning fluorimetry, Tm shift; 0% = protein alone, 100% = glycine-bound protein; Tm shift relative to glycine control, % at 25 µM; actives 2.5% (n = 340,000); AID 1259313;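 active means melting temperature shift of at least 10% of the positive control shift, at one fixed dose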
mIAP act = mouse IAP activation; actives 0.24% (n = 330,000); AID 2805; activation factor at 10 µM; muIAP, CDP-Star luminescence, 30 min; hits give high values; 1 = vehicle-only enzyme signal, 0 = enzyme-free wells;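 active means activation factor of at least 2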; further: the source names both 10 and 20 µM as test concentration; values of inactives mirror those of a sister screen read the other way
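Assay system: mouse IAP enzyme; Reagent: CDP-Star chemiluminescent phosphatase substrate; Compound: DMSO-dissolved test compounds; Incubation: 30 min, room temperature; Technique: luminescence from enzymatic CDP-Star hydrolysis; Controls: DMSO-only wells and no-enzyme negative control.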
A3G deaminase = inhibitors of human APOBEC3G DNA deaminase. recombinant A3G, ssDNA deamination FAM/TAMRA fluorescence. actives 0.28% (n = 330,000). AID 493012. inhibition, % at 20 µM;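 active means inhibition of at least 40% at 20 µM, with no more than 30% in the related APOBEC3A deaminase screen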;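 further: plate controls were DMSO wells with A3G for no effect and wells lacking A3G enzyme for full effect; some compounds called inactive have numbers as strong as hits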
Target sequence (Q9HC16 whole entry, looked up): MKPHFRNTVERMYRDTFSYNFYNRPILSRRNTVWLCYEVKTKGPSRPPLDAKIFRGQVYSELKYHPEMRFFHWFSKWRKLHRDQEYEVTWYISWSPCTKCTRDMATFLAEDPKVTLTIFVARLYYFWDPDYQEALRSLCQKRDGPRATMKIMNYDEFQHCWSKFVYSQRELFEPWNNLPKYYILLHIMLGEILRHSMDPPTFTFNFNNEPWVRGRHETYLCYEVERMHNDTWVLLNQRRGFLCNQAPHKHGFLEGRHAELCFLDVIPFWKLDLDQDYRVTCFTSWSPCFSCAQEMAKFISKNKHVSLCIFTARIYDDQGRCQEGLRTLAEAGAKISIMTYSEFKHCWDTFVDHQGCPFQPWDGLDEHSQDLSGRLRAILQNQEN
hIAP act = human IAP activation | purified human IAP, CDP-Star luminescence, 30 min; hits give high values; 1 = vehicle-only enzyme, 0 = enzyme-free background | activation factor at 10 µM | actives 0.16% (n = 330,000) | AID 2524;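 active means activation factor of the enzyme at least 2-fold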; further: the source names both 10 and 20 µM as test concentration; values of inactives mirror those of a sister screen read the other way
beta cell repl = MIN6 beta-cell proliferation induction. MIN6 cells proliferation, ATPlite luminescence, 48 h; cells starved in 0.2% serum; 100% = growth in 10% serum. proliferation, % at 10 µM. actives 0.29% (n = 330,000). AID 2380;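 active means compounds whose signal lies at least 3.5 SD above the mean of all wells on their plate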;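 further: 0% = DMSO-treated cells in low-serum medium and 100% = 10% serum control; some compounds called inactive have numbers as strong as hits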
The depositor's hits bear a star. Compounds were not picked by outcome; overall some 5% were active at least once.

Screening c1ccc(-c2nnc(N3CCN(c4ccccc4)CC3)nc2-c2ccccc2)cc1 returned MPTP block 0.0, mIAP block 25, hIAP block -16, A3A deaminase -1, NR3A LBD binder 1, mIAP act 0.75, A3G deaminase -4, hIAP act 1.2 and beta cell repl -2.
CN(C)CCSc1nc(-c2ccccc2)nc2c1CCC2 was read as MPTP block -0.9, mIAP block 7, hIAP block 9, A3A deaminase 1, NR3A LBD binder 0, mIAP act 0.93, A3G deaminase 2, hIAP act 0.91 and beta cell repl 2.
Screening Cc1ccc(OCC(=O)NC2CCCC2)c(C)c1 returned MPTP block -0.4, mIAP block 3, hIAP block -14, A3A deaminase -3, NR3A LBD binder -1, mIAP act 0.97, A3G deaminase -2, hIAP act 1.1 and beta cell repl -3.
For CC(=O)Nc1cc(C(=O)OC(C(=O)c2ccccc2)c2ccccc2)ccc1C (stereo unspecified) the results were MPTP block 0.6, mIAP block 3, hIAP block -4, A3A deaminase -1, NR3A LBD binder -1, mIAP act 0.97, A3G deaminase -5, hIAP act 1 and beta cell repl 2.
For O=c1c2ccccc2ncn1CCCCOc1ccccc1F the results were MPTP block 6.4, mIAP block 0, hIAP block -8, A3A deaminase -4, NR3A LBD binder -1, mIAP act 1, A3G deaminase -7, hIAP act 1.1 and beta cell repl -3.
For CC(=O)c1cccc(NC(=O)CSc2nc(=O)n(CCCN3CCOCC3)c3c2CCC3)c1 the results were MPTP block 0.1, mIAP block -4, hIAP block -6, A3A deaminase -2, NR3A LBD binder 1, mIAP act 1, A3G deaminase -9, hIAP act 1.1 and beta cell repl 2.
CC1NC2(C(=O)N(Cc3ccccc3)c3ccccc32)C2C(=O)N(c3ccccc3)C(=O)C12 (stereo unspecified) was read as MPTP block 0.7, mIAP block 5, hIAP block 6, A3A deaminase 1, NR3A LBD binder 0, mIAP act 0.95, A3G deaminase -2, hIAP act 0.94 and beta cell repl -3.
`COc1cc(/C=N/NC(=O)C(=O)/C=C2\NC3(CCCC3)Cc3ccccc32)ccc1O` gave MPTP block 0.0, mIAP block 26, hIAP block -15, A3A deaminase -2, NR3A LBD binder -5, mIAP act 0.73, A3G deaminase -11, hIAP act 1.2 and beta cell repl 0.
`COc1cc(CNCc2ccccn2)ccc1OCc1ccc(Cl)cc1` gave MPTP block 0.1, mIAP block -14, hIAP block -20, A3A deaminase 0, NR3A LBD binder 1, mIAP act 1.1, A3G deaminase -8, hIAP act 1.2 and beta cell repl -4.
For CCn1c(C)nc2c1C(=O)c1ccccc1C2=O the results were MPTP block -3.6, mIAP block -2, hIAP block 2, A3A deaminase 1, NR3A LBD binder -1, mIAP act 1, A3G deaminase 14, hIAP act 0.98 and beta cell repl -1.
Screening COc1cc(C#Cc2c(-c3cncn3C)n(C)c3ccc(-c4ccc(CN5CCOCC5)cc4)cc23)cc(OC)c1 returned MPTP block -1.2, mIAP block -2, hIAP block -12, A3A deaminase 7, NR3A LBD binder -5, mIAP act 1, A3G deaminase -1, hIAP act 1.1 and beta cell repl -6.
CCOC(=O)C(=NCC1CCCO1)NNc1cc(Cl)ccc1Cl (stereo unspecified) was read as MPTP block 3.6, mIAP block 4, hIAP block 12, A3A deaminase 8, NR3A LBD binder 2, mIAP act 0.96, A3G deaminase 1, hIAP act 0.88 and beta cell repl 2.
Screening O=C(NCCc1ccccc1)Oc1ccc(Cl)cc1 returned MPTP block 5.9, mIAP block -3, hIAP block 2, A3A deaminase -1, NR3A LBD binder 1, mIAP act 1, A3G deaminase -3, hIAP act 0.98 and beta cell repl -1.
Cc1cc(NC(=O)c2cc(-c3ccccn3)nc3ccccc23)no1 was read as MPTP block -1.4, mIAP block 7, hIAP block 18, A3A deaminase 3, NR3A LBD binder -1, mIAP act 0.93, A3G deaminase 3, hIAP act 0.82 and beta cell repl -1.
CCc1ccc(N=C2NC(=O)/C(=C/c3ccc(OCC(=O)O)cc3)S2)cc1 was read as MPTP block -1.5, mIAP block -8, hIAP block -14, A3A deaminase -5, NR3A LBD binder -4, mIAP act 1.1, A3G deaminase -2, hIAP act 1.1 and beta cell repl -4.
For CCCCn1c(SCC(=O)NC2CCS(=O)(=O)C2)nc2ccccc2c1=O (stereo unspecified) the results were MPTP block -3.3, mIAP block -5, hIAP block 4, A3A deaminase 8, NR3A LBD binder 1, mIAP act 1.1, A3G deaminase 0, hIAP act 0.96 and beta cell repl 2.
`CC1(C)CCc2c([nH]c3ccccc3c2=O)O1` gave MPTP block 1.2, mIAP block 11, hIAP block 0, A3A deaminase 0, NR3A LBD binder 0, mIAP act 0.89, A3G deaminase -8, hIAP act 1 and beta cell repl 2.
Screening COC(=O)[C@@H](NCc1cccc(CN[C@H](C(=O)OC)C(C)C)c1)C(C)C returned MPTP block 0.4, mIAP block 2, hIAP block 6, A3A deaminase 0, NR3A LBD binder 1, mIAP act 0.98, A3G deaminase -3, hIAP act 0.94 and beta cell repl -4.
For Cc1ccc(N2C(=O)c3ccc(N)cc3C2=O)cc1C the results were MPTP block 0.8, mIAP block -5, hIAP block -10, A3A deaminase 3, NR3A LBD binder 1, mIAP act 1.1, A3G deaminase 1, hIAP act 1.1 and beta cell repl 1.
`Fc1ccccc1OCCCCN1CCCCC1` gave MPTP block 0.9, mIAP block -1, hIAP block 6, A3A deaminase -2, NR3A LBD binder 0, mIAP act 1, A3G deaminase -2, hIAP act 0.94 and beta cell repl 0.
Screening CC(=O)c1ccc(N2CCN(S(=O)(=O)c3ccc4ccccc4c3)CC2)cc1 returned MPTP block -1.2, mIAP block 4, hIAP block -15, A3A deaminase -2, NR3A LBD binder 1, mIAP act 0.96, A3G deaminase -11, hIAP act 1.2 and beta cell repl -2.
For CC(C)NC(=O)c1sc2c(c1C(=O)Nc1cccnc1)CCCC2 the results were MPTP block -0.5, mIAP block 5, hIAP block -2, A3A deaminase 3, NR3A LBD binder -1, mIAP act 0.95, A3G deaminase 2, hIAP act 1 and beta cell repl 0.
`Cc1ccc([C@@H]2C3COCC=C3C(C#N)=C(N)C2(C#N)C#N)o1` (stereo partly specified) gave MPTP block 1.4, mIAP block 12, hIAP block -5, A3A deaminase 0, NR3A LBD binder 1, mIAP act 0.88, A3G deaminase -4, hIAP act 1.1 and beta cell repl 5.
COCCN(C(=O)COC(=O)/C=C/c1cccc(C(F)(F)F)c1)c1c(N)n(CC(C)C)c(=O)[nH]c1=O was read as MPTP block -1.7, mIAP block 6, hIAP block -7, A3A deaminase -2, NR3A LBD binder 0, mIAP act 0.94, A3G deaminase -4, hIAP act 1.1 and beta cell repl -3.
`N#C/C(=C\c1c[nH]c2ccccc12)C(=O)NCC1CCCO1` (stereo unspecified) gave MPTP block -2.4, mIAP block 8, hIAP block 14, A3A deaminase 63*, NR3A LBD binder -1, mIAP act 0.92, A3G deaminase 22, hIAP act 0.86 and beta cell repl -3.
For Cc1ccc(C)c(OCCC(=O)OCC(=O)NC2CC2)c1 the results were MPTP block -0.4, mIAP block 6, hIAP block -4, A3A deaminase 2, NR3A LBD binder -3, mIAP act 0.94, A3G deaminase -7, hIAP act 1 and beta cell repl 4.
For CCCN(CCC)S(=O)(=O)c1ccc(C(=O)Nc2nnc(-c3cc(OC)cc(OC)c3)o2)cc1 the results were MPTP block -29, mIAP block 9, hIAP block 5, A3A deaminase 1, NR3A LBD binder 1, mIAP act 0.91, A3G deaminase 2, hIAP act 0.95 and beta cell repl -4.
Screening O=C(c1ccc(OC2CCN(CCc3ccccc3)CC2)cc1)N1CCCCC1CCCO (stereo unspecified) returned MPTP block 0.4, mIAP block 2, hIAP block -34, A3A deaminase 0, NR3A LBD binder 2, mIAP act 0.98, A3G deaminase -6, hIAP act 1.3 and beta cell repl -4.
`O=C(CC1CCCCC1)Nc1ccc(-c2ccc3nncn3n2)cc1` gave MPTP block 4.9, mIAP block -3, hIAP block -8, A3A deaminase -2, NR3A LBD binder -3, mIAP act 1, A3G deaminase -5, hIAP act 1.1 and beta cell repl -2.
Screening COc1ccccc1/C=C/C(=O)OCC(=O)Nc1c(F)cccc1F returned MPTP block 1.6, mIAP block -10, hIAP block 23, A3A deaminase 3, NR3A LBD binder 1, mIAP act 1.1, A3G deaminase -3, hIAP act 0.77 and beta cell repl -1.
`COc1cc(C(C(=O)NC2CCCC2)N(CCO)C(=O)Cn2nnc(-c3ccc(C)o3)n2)ccc1O` (stereo unspecified) gave MPTP block 0.7, mIAP block 1, hIAP block 0, A3A deaminase 0, NR3A LBD binder 1, mIAP act 0.99, A3G deaminase -11, hIAP act 1 and beta cell repl -3.
CCc1ccc[n+](-c2[nH]c(=O)sc2/C=N/N=C(\[O-])c2cccnc2)c1 was read as MPTP block -1.4, mIAP block 5, hIAP block 17, A3A deaminase -1, NR3A LBD binder -1, mIAP act 0.95, A3G deaminase 3, hIAP act 0.83 and beta cell repl -4.
Screening O=C(N/N=C/c1cccs1)c1ccc2nc[nH]c2c1 returned MPTP block -2.8, mIAP block 13, hIAP block -39, A3A deaminase 0, NR3A LBD binder -1, mIAP act 0.87, A3G deaminase -4, hIAP act 1.4 and beta cell repl 0.
Screening O=C(NC1CCCCC1)C(c1ccccc1)N(Cc1ccc2c(c1)OCO2)C(=O)c1cnsn1 (stereo unspecified) returned MPTP block 3.3, mIAP block 6, hIAP block -6, A3A deaminase 0, NR3A LBD binder -1, mIAP act 0.94, A3G deaminase -3, hIAP act 1.1 and beta cell repl -3.
`Cc1cccnc1NC(=O)CSc1nnc(Cc2ccccc2)o1` gave MPTP block 0.5, mIAP block -7, hIAP block 16, A3A deaminase 3, NR3A LBD binder -1, mIAP act 1.1, A3G deaminase 5, hIAP act 0.84 and beta cell repl 3.
For O=Cc1ccc(C(=O)O)cc1 the results were MPTP block -2.5, mIAP block 22, hIAP block -7, A3A deaminase 3, NR3A LBD binder 2, mIAP act 0.78, A3G deaminase 4, hIAP act 1.1 and beta cell repl 1.
For COc1ccc(NC(=O)COc2ccccc2Cl)cc1S(=O)(=O)N1CCCCC1 the results were MPTP block -2.3, mIAP block -9, hIAP block -16, A3A deaminase 1, NR3A LBD binder -7, mIAP act 1.1, A3G deaminase 1, hIAP act 1.2 and beta cell repl 1.
Screening CC(=O)Nc1ccc(/C(C)=N/Nc2nc(N3CCOCC3)nc(N3CCOCC3)n2)cc1 returned MPTP block 0.1, mIAP block -4, hIAP block 2, A3A deaminase -1, NR3A LBD binder -2, mIAP act 1, A3G deaminase -3, hIAP act 0.98 and beta cell repl -2.
For CN(N=Nc1cccc([N+](=O)[O-])c1)c1ccccc1 the results were MPTP block -0.3, mIAP block 18, hIAP block -4, A3A deaminase 1, NR3A LBD binder -2, mIAP act 0.82, A3G deaminase -2, hIAP act 1 and beta cell repl -3.
